Casp6 inh = inhibitors of human caspase-6 | P55212 | purified caspase-6, Z-VEID-R110 cleavage fluorescence | inhibition, % at 12.5 µM | hit rate 0.53% among 350,000 | AID 686996;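 active = mean inhibition across replicates at least about 35%, with every replicate also reaching that limit, limit read from the data; inconclusive = only one of the two criteria met; inactive = neither criterion met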;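 also: 0% = median of neutral control wells and 100% = no fluorescence left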
Target sequence (P55212 24-179 limits assumed): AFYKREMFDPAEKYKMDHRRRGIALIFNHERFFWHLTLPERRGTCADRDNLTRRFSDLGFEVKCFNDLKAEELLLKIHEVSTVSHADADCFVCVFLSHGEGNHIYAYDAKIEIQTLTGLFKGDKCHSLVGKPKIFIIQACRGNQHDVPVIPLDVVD
Target sequence (P55212 194-293 limits assumed): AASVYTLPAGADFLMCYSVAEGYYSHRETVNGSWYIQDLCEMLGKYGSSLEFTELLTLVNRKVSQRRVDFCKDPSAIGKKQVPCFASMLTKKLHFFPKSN
RAD52 anneal inh = RAD52 (human) annealing inhibition; recombinant RAD52 DNA annealing, FRET fluorescence; inhibition, % at 18.7 µM; hit rate 0.46% among 360,000; AID 651710;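 active = every replicate showing at least 50% inhibition; inconclusive = mean inhibition at least 50% but not in every replicate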
ERp5 block = blocks human ERp5 reductase activity on insulin; hit rate 0.05% among 350,000; inhibition, % at 9.99 µM; ERp5 insulin aggregation, absorbance 650 nm, 90 min; AID 651711; Q15084;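 active = mean replicate inhibition above about 25%, with every replicate also reaching it, limit read from the data, passing the limit was not always enough; inconclusive = only one of those two criteria met; inactive = neither criterion met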
Target sequence (Q15084 whole entry, looked up): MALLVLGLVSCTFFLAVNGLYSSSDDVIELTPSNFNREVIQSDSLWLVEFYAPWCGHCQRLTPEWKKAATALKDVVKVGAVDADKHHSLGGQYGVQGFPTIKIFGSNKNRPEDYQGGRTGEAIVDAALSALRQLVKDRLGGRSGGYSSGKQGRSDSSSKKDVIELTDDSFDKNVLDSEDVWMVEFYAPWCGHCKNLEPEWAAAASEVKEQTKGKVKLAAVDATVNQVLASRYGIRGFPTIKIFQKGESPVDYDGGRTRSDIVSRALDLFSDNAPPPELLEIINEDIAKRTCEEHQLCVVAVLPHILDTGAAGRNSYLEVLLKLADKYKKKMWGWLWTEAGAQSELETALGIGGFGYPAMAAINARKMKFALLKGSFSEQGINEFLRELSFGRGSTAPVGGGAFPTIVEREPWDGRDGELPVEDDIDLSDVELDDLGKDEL
RAD54 inh = RAD54 (human) branch migration inhibition; Q92698; RAD54 Holliday junction branch migration, FAM/BHQ fluorescence; inhibition, % at 10.4 µM; hit rate 0.14% among 360,000;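 active = mean normalized replicate activity at least 40 and at least half of replicates scoring 40 or more; inconclusive = only one of the two criteria met; inactive = mean below 40 and under half of replicates reaching 40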;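 also: 0% = median of neutral control wells and 100% = median of positive control wells; inhibitors cause a drop in the FAM fluorescence signal; in these data hits start at about 50%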
E-sel inducer = induces E-selectin expression in human endothelial cells | P16581 | HUVEC E-selectin immunofluorescence imaging; normalized: neutral wells 0, TNF-alpha wells 100 | activation, % at 7.58 µM | hit rate 0.37% among 260,000 | AID 686992;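 active = mean E-selectin-positive cell signal at least 10% of the positive control, reached in at least 60% of replicates, without over 20% cell loss; inconclusive = no rule given, readout overlaps actives, possibly toxicity-flagged; inactive = the rest, including those meeting only one limit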;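 also: in these data hits start at about 27%; measured in HUVEC primary endothelial cells; signal is the percent of cells scored E-selectin positive by PE staining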
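Read-out basis: % PE-positive cells; Test system: HUVEC primary endothelial cells; Technique: immunofluorescence imaging; Dosing: single-point compound dose.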
PglD inh = blocks C. jejuni PglD acetyltransferase activity | purified PglD enzyme, DTNB colorimetric CoA detection | inhibition, % at 12.5 µM | hit rate 0.098% among 360,000; in the data active = inhibition above about 16%, passing the limit was not always enough; inconclusive = no clear call, values can overlap the other calls; also: strong numbers were not always called active
ARNT TACC3 PPI = disrupts binding between human ARNT and TACC3; inhibition, % at 9.99 µM; hit rate 0.66% among 390,000; Q9Y6A5; AID 623870; AlphaScreen His-ARNT PAS-B/GST-TACC3 binding, luminescence; TACC3 fragment carries E629A point mutation;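 active = mean inhibition of replicates at least 50% and at least half of replicates each reaching 50%; inconclusive = half or more replicates reach 50% but mean below 50%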;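 also: 0% = complete ARNT plus TACC3 wells and 100% = ARNT alone without TACC3; many hits fall short of the cut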
esBAF inh = SWI/SNF esBAF complex inhibition; reporter increase, % at 12.5 µM; AID 602393; hit rate 2% among 350,000; mouse ES cells, Bmi1-luciferase knock-in reporter, 24 h; 100% = twice the neutral-well signal; in the data active = activation above about 40%; inconclusive = no clear call, values can overlap the other calls;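 also: 0% = median of the plate's neutral control wells and 100% = double that signal; a rise in the Bmi1 reporter signal indicates esBAF inhibition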
* marks the source's active call; other numbers are inactive results; ? = inconclusive; · = no result given; & = joins results of further samples.

No.	SMILES	Casp6 inh	RAD52 anneal inh	ERp5 block	RAD54 inh	E-sel inducer	PglD inh	ARNT TACC3 PPI	esBAF inh
1	COc1ccc(NC(=O)C(CCSC)NC(N)=O)cc1NS(=O)(=O)c1ccc(F)cc1 (centres undefined)	1	-3	-1	·	1.0	·	-2	·
2	O=C(CN1C(=O)c2cccnc2Oc2ccc(Cl)cc21)Nc1ccccc1F	-1	-26	-4	2	0.2	-4	1	8
3	Cc1cc(=O)[nH]c(SCCOc2ccc(OC(C)C)cc2)n1	·	·	·	-2	·	-4	5	11
4	CC(C)(C)OC(=O)NCCCCCNC(=O)c1[nH]cnc1C(=O)NC1CCN(C(=O)OC(C)(C)C)CC1	·	-2	-4	-8	-0.8	-4	3	1
5	CC(=O)N1CCCC(C)(C(=O)Nc2ccc3nc(C)ccc3c2)C1 (centres undefined)	-3	-6	6	-10	-0.2	1	·	2
6	O=C(Nc1ccc(Br)cc1F)C1CC(=O)N(C2CCCCC2)C1 (centres undefined)	-1	-7	-2	1	-0.4	7	0	1
7	Cc1noc(C)c1COc1ccccc1C(=O)N1CCN(c2cccc(C(F)(F)F)c2)CC1	2	-6	1	-14	0.2	-1	-2	9
8	CCS(=O)(=O)NCC[C@@H]1CC[C@@H](NC(=O)Cc2ccccn2)[C@H](CO)O1	-1	-41	-2	-6	-0.5	-1	-4	-7

Given with values under each structure: entries from further up
Order of values – Casp6 inh | RAD52 anneal inh | ERp5 block | RAD54 inh | E-sel inducer | PglD inh | ARNT TACC3 PPI | esBAF inh
6. O=C(Nc1ccc(Br)cc1F)C1CC(=O)N(C2CCCCC2)C1 (centres undefined)
→ -1 | -7 | -2 | 1 | -0.4 | 7 | 0 | 1
5. CC(=O)N1CCCC(C)(C(=O)Nc2ccc3nc(C)ccc3c2)C1 (centres undefined)
→ -3 | -6 | 6 | -10 | -0.2 | 1 | · | 2

Later entries.
No.	SMILES	Casp6 inh	RAD52 anneal inh	ERp5 block	RAD54 inh	E-sel inducer	PglD inh	ARNT TACC3 PPI	esBAF inh
9	CC(C)C1C(=O)N(Cc2cn(CC3CCCCC3)nn2)CCS(=O)(=O)N1Cc1ccc(-c2ccc(F)nc2)cc1 (centres undefined)	1	-5	-1	2	·	-3	·	21
10	CC(C)C[C@H](N)c1cn([C@@H](Cc2ccc(O)cc2)C(=O)N2CCNCC2)nn1	·	-46	4	-5	0.0	1	0	-2
11	CCCn1c(N)c(C(=O)CSc2nc3ccccc3s2)c(=O)[nH]c1=O	-1	-26	4	·	0.2	·	-1	44
12	COc1cc2c3c(c1)/C(=C1/SC(=S)NC1=O)C(=O)N3C(C)(C)C=C2C	0	-3	-3	-7	0.0	3	3	-33
13	CCOC(=O)N1CCN(Cc2nc3cc(NC(=O)CC)ccc3n2CC)CC1	2	-10	-1	6	0.7	5	7	-4
14	CN(C)c1nc(N/N=C/c2ccccc2O)nc(Nc2ccc(F)cc2)n1	5	-30	-6	·	·	·	47*	·
15	CCC(=O)N1CC(=O)N2[C@H](C1)[C@@H](c1ccc(-c3ccc(C#N)cc3)cc1)[C@@H]2CO	0	-6	1	·	0.0	·	·	·
16	Cc1csc(N(C(=O)c2ccccc2F)c2ccccc2)n1	-4	-24	6	·	5.7	·	-3	·
17	O=c1c2c3c(sc2nc2n1CCC2)CCC3	·	·	·	7	·	-4	-1	1
18	O=S(=O)(Nc1ccccn1)c1ccc(Cl)c2ccccc12	-9	0	0	·	·	·	-4	·
19	CCOC(=O)C1CCN(c2c(NCCN3CCCCC3C)c(=O)c2=O)CC1 (centres undefined)	-11	-15	1	0	0.1	0	-3	6
20	Cc1ccccc1C(=O)O/N=C(\N)c1ccc([N+](=O)[O-])cc1	-1	1	3	6	0.8	2	2	57*
21	O=C(C[C@H]1C=C[C@H](NC(=O)CN2CCOCC2)[C@@H](CO)O1)NCc1cccc(F)c1	-1	-13	-1	0	0.0	0	2	0
22	CC(C)C(NC(=O)C(NC(=O)C1O[C@@H]2OC(C)(C)O[C@@H]2[C@H]2OC(C)(C)O[C@@H]12)C(C)C)C(=O)O (some centres undefined)	4	-7	-6	-14	·	0	21	·
23	O=C(C[C@H]1C[C@H]2c3cc(NC(=O)C4CCOCC4)ccc3O[C@H]2[C@H](CO)O1)NCc1cc(F)ccc1F	5	-1	-2	14	-0.4	0	1	1
24	COc1ccc(CNC(=O)CN2CCN(c3ccccc3O)CC2)cc1OC	1	0	2	12	0.3	-2	-14	3
25	CN(C)C(=O)[C@@H]1[C@@H](CO)[C@@H]2Cn3c(ccc(C4=CCCC4)c3=O)[C@H]1N2C	1	5	7	12	0.1	-2	-3	4
26	O=C(Nc1ccon1)c1sc2cc(Cl)ccc2c1Cl	-2	-12	-2	0	0.0	-2	-6	47*
27	COc1ccc(C(C(=O)Nc2ccc(C(C)C)cc2)N(C)C(=O)c2ccc(=O)[nH]c2)cc1 (centres undefined)	4	1	2	·	·	·	-2	·
28	FC(F)(F)c1nc(Oc2ccccc2)c2ccccc2n1	·	·	·	2	·	4	-6	-11
29	CCn1c(SCC(=O)Nc2ccc3c(c2)OCO3)nnc1-c1ccccc1O	·	·	·	-3	·	1	-5	-1
30	CCc1ccc(Nc2n[n+](C)c(-c3ccncc3)s2)cc1	0	-9	?	-4	0.4	1	14	4
31	CC(C)c1ccc(Nc2nnc(SCC(=O)NCC3CCCO3)s2)cc1 (centres undefined)	0	-17	-5	-1	0.6	-2	7	8
32	COc1ccc(N2CCN(C(=O)COC(=O)[C@@H](NC(=O)OCc3ccccc3)C(C)C)CC2)cc1	3	-16	4	-5	-0.2	0	·	-6

Copied from the list.
Casp6 inh result of CN(C)C(=O)[C@@H]1[C@@H](CO)[C@@H]2Cn3c(ccc(C4=CCCC4)c3=O)[C@H]1N2C → 1
PglD inh result of O=C(Nc1ccon1)c1sc2cc(Cl)ccc2c1Cl → -2
RAD54 inh result of CCc1ccc(Nc2n[n+](C)c(-c3ccncc3)s2)cc1 → -4

5 compounds drawn at random from those above:
No.	SMILES	Casp6 inh	RAD52 anneal inh	ERp5 block	RAD54 inh	E-sel inducer	PglD inh	ARNT TACC3 PPI	esBAF inh
31	CC(C)c1ccc(Nc2nnc(SCC(=O)NCC3CCCO3)s2)cc1 (centres undefined)	0	-17	-5	-1	0.6	-2	7	8
30	CCc1ccc(Nc2n[n+](C)c(-c3ccncc3)s2)cc1	0	-9	?	-4	0.4	1	14	4
28	FC(F)(F)c1nc(Oc2ccccc2)c2ccccc2n1	·	·	·	2	·	4	-6	-11
26	O=C(Nc1ccon1)c1sc2cc(Cl)ccc2c1Cl	-2	-12	-2	0	0.0	-2	-6	47*
29	CCn1c(SCC(=O)Nc2ccc3c(c2)OCO3)nnc1-c1ccccc1O	·	·	·	-3	·	1	-5	-1

Back to the main list with the two entries that preceded the break.
No.	SMILES	Casp6 inh	RAD52 anneal inh	ERp5 block	RAD54 inh	E-sel inducer	PglD inh	ARNT TACC3 PPI	esBAF inh
31	CC(C)c1ccc(Nc2nnc(SCC(=O)NCC3CCCO3)s2)cc1 (centres undefined)	0	-17	-5	-1	0.6	-2	7	8
32	COc1ccc(N2CCN(C(=O)COC(=O)[C@@H](NC(=O)OCc3ccccc3)C(C)C)CC2)cc1	3	-16	4	-5	-0.2	0	·	-6
33	Cc1cc(Cl)ccc1NC(=O)CN1CCN(C(=O)c2ccco2)CC1	3	-15	7	-9	·	4	19	-4
34	CCCCOc1ccc(NC(=O)Cn2c(=O)ccc3c(C)cc(C)nc32)cc1	·	·	·	0	·	-1	-8	3
35	CCc1ccccc1NC(=O)c1cc(S(=O)(=O)N2CCc3ccccc32)cn1C	0	8	0	-1	0.2	-3	-6	-3
36	CC(C)c1c(C(=O)N/N=C/c2cccc(OCc3ccccc3)c2)nnn1-c1nonc1N	-2	-6	-3	2	·	2	4	8
37	CN(C)C/C(Cl)=C(\Cl)c1ccccc1	·	·	·	-5	·	4	-2	1
38	CC(C)(C)C(=O)O/N=C(\N)c1ccc([N+](=O)[O-])s1	1	-6	3	·	3.2	·	-14	·
39	CCOc1ccccc1CN1C(=O)NC2(CCCCCC2)C1=O	0	-10	2	0	16	5	-1	-1
40	CC1=C(C(=O)c2ccccc2)C(c2ccc(N3CCOCC3)cc2)NC(=O)N1 (centres undefined)	-4	-94	8	-8	·	1	20	-4
41	O=C(Nc1nnc(COc2ccc(Cl)cc2)s1)c1cccs1	·	·	·	3	·	4	-6	-7
42	Nc1ncnc(Sc2ncccn2)c1[N+](=O)[O-]	4	-4	7	·	·	·	-9	·
43	CC(C)OC(=O)c1ccc(COC(=O)c2cnccn2)cc1	-2	-8	1	1	·	-2	-4	-5
44	COC(=O)C[C@H]1CC[C@H](NC(=O)Cc2ccccc2)[C@@H](CO)O1	1	-13	1	·	-0.1	·	·	·
45	CC(Oc1cc2oc(=O)c3c(c2cc1Cl)CCC3)C(=O)N1C[C@H]2C[C@@H](C1)c1cccc(=O)n1C2 (some centres undefined)	0	-3	3	-21	·	0	-10	8
46	CC(=O)Nc1ccc(S(=O)(=O)NC(C)c2nc(-c3ccccc3)no2)cc1 (centres undefined)	1	-5	3	-6	-0.3	1	15	-5
47	CCOc1ccc(OCCC(=O)OC(C)C(=O)Nc2ccc(C(C)=O)cc2)cc1 (centres undefined)	11	-13	-2	-1	-0.1	-1	-5	-5
48	C=CC[C@@]12C=C(OC)C(=O)C(OC)=C1O[C@H](c1ccc3c(c1)OCO3)[C@H]2C	5	2	6	-2	·	4	0	1
49	COc1cccc(NC(=O)CCc2nnc3ccc(NCc4ccco4)nn23)c1	6	-18	7	2	·	1	4	4
50	NC(Cc1ccc(F)cc1)c1csc(Nc2nccc(C(F)(F)F)n2)n1 (centres undefined)	-1	-53	-3	0	-0.8	-4	·	-7
51	C[C@@H]1CN([C@H](C)CO)C(=O)c2cc(NC(=O)Nc3ccc(F)cc3)ccc2O[C@@H](C)CCCCO[C@H]1CN(C)C(=O)c1ccccc1	0	-20	8	·	-0.2	·	·	·
52	COc1ccc(N(CC(=O)Nc2ccccc2OC)S(=O)(=O)c2ccc(OC)c(OC)c2)cc1	1	-3	-1	2	0.2	2	-2	4
53	CCOC(=O)N1CCN(C(=O)CSc2nnc3[nH]c(=O)c(C)c(C)n23)CC1	1	5	-1	6	·	2	-3	2
54	C[C@H]1CN([C@@H](C)CO)C(=O)c2cccc(NC(=O)C3CCCCC3)c2O[C@@H]1CN(C)S(C)(=O)=O	0	1	1	-8	21	-4	9	0
55	COc1ccccc1CN(C)C[C@H]1OCc2cnnn2CCCC(=O)N([C@H](C)CO)C[C@@H]1C	1&1	-9&12	-8&3	-8&-10	0.0	-6&-1	-29	-5&-2&-3
56	COc1ccc(-c2ccc(N3C(c4ccsc4)=Cc4ccc(F)cc4C3c3c[nH]c4ccccc34)cc2)cc1 (centres undefined)	-1	-9	-13	·	0.7	·	·	·

Compound activity: PubChem BioAssay, Broad Institute

Rows were taken by chance; overall some 3.2% were active at least once.
